Screening data as filed in PubChem.
SUMO1 PPI mod: modulators of human SUMO1-mediated protein-protein interactions. actives 0.33% (n = 360,000). inhibition, % at 20 µM. SUMO1 binding to a labelled peptide, TR-FRET, 1 h. P63165; in the data active = inhibition above about 37%
Rpn11 block: Rpn11 (human) deubiquitinase inhibition | O00487 | human 26S proteasome, Ub4-pepOG fluorescence polarization; 20S core pre-blocked with epoxomicin | calls only at 20 µM | actives 0.59% (n = 360,000) | AID 588493;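 active = inhibition at 20 µM, scaled to each plate's controls, above about 33%, limit read from the data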
SKN-1 block: blocks SKN-1 activity in C. elegans. AID 624304. actives 0.49% (n = 360,000). C. elegans VP596 Pgst-4::GFP/RFP ratio, acrylamide-induced, 24 h. inhibition, % at 21.8 µM;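 active = interference check ratio from 0.5 to 1.5 plus GFP to RFP signal ratio inhibition reaching or exceeding a fixed threshold, cut at about 30% in these data, passing the limit was not always enough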; note: some compounds called inactive have numbers as strong as hits
MT1-MMP act inh: MT1-MMP (human) activation inhibition | P50281 | HT1080 RFP-PRO-GFP cells, GFP/RFP ratio fluorescence, overnight; percent of plate control window, DMSO zero | GFP/RFP ratio change, % at 20 µM | actives 0.061% (n = 360,000);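 active = GFP/RFP ratio change of at least 30% with cell ATP level not reduced by more than half and red fluorescence within 50% of control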; note: strong numbers were not always called active
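Compound: 20 µM single dose, 1% DMSO / System: HT1080 RFP-PRO-GFP cells / Controls: DMSO and RFP-L50D-GFP cell wells / Read-out basis: GFP/RFP fluorescence ratio / Schedule: overnight compound exposure at 37 °C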
NadD block: inhibitors of Staphylococcus aureus NadD; purified NadD enzyme, colorimetric absorbance read-out; inhibition, % at 20 µM; actives 0.78% (n = 360,000); AID 602399; in the data active = inhibition above about 26%; note: some compounds past the cut are filed as inactive
LMPTP inh: LMPTP (human) inhibition | P24666 | recombinant LMPTP-A, OMFP fluorogenic substrate, fluorescence intensity | inhibition, % at 20 µM | actives 0.22% (n = 360,000) | AID 651560;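 active = compounds that cut the enzyme signal by at least half of the control window in the single-dose screen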;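 note: plate controls were DMSO wells with enzyme plus substrate for no effect and substrate without enzyme for full effect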
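Buffer or medium: Bis-Tris pH 6.0, DTT, detergent; Assay system: LMPTP-A enzyme; Quantity: 0.625 nM enzyme; Detection: endpoint fluorescence intensity; Times: 50 min dark incubation at room temperature; Controls: substrate-only low control, DMSO enzyme-plus-substrate high control; Doses: single 20 µM dose; Read-out: percent inhibition versus substrate-only and uninhibited controls; Reagent: 400 µM OMFP.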
STEP block: blocks human striatal-enriched tyrosine phosphatase; P54829; recombinant STEP, OMFP fluorogenic substrate, fluorescence; inhibition, % at 20 µM; actives 0.25% (n = 360,000);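 active = inhibition at 20 µM, scaled per plate between control wells, above about 37%, limit read from the data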;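 note: 0% = DMSO with enzyme and substrate and 100% = substrate only without enzyme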
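Assay system: isolated STEP enzyme / Timing: 20 min at room temperature, dark / Doses: 20 µM, 1% DMSO / Technique: fluorescence intensity, excitation 480 nm, emission 540 nm / Reagent: fluorogenic phosphatase substrate OMFP at 25 µM final / Measure: percent inhibition scaled to no-enzyme and uninhibited-enzyme controls, plate-pattern corrected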
CendR NRP1 mod: NRP-1/CendR interaction modulation; AID 602438; inhibition, % at 25 µM; actives 0.85% (n = 360,000); FAM-RPARPAR peptide binding to NRP-1, fluorescence polarization;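 active = inhibition or corrected inhibition above about 18%, plus a signal ratio from 0.5 to 1.5, limit read from the data, passing the limit was not always enough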; note: strong numbers were not always called active
Target sequence (O14786 whole entry, looked up): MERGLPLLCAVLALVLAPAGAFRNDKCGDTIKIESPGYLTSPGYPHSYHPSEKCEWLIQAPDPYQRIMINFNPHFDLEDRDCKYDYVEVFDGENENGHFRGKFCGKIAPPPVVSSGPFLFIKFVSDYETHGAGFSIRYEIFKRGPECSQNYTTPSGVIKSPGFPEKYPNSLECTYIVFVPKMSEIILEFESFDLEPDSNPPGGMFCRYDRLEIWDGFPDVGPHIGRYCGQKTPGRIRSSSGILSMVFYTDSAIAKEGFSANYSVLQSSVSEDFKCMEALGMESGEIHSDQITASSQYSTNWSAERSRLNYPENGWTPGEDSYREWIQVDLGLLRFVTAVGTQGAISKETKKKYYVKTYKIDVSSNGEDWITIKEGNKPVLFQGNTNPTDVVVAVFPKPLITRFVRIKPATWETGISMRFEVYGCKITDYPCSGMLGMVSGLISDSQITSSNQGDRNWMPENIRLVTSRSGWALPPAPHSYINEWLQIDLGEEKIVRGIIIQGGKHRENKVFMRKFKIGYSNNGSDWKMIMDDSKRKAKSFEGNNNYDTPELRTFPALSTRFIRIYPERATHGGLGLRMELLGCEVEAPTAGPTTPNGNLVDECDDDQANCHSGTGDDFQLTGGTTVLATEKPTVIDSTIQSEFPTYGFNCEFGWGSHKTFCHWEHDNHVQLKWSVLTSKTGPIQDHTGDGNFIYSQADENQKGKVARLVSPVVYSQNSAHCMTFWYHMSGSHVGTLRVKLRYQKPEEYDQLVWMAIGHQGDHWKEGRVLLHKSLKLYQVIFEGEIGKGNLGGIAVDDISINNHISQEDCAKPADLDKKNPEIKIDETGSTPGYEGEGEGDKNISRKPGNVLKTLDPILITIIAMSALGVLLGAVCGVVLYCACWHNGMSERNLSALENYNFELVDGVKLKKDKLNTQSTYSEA
DNMT1 inh: DNMT1 (human) enzyme inhibition. P26358. DNMT1 molecular beacon, Hinp1I cleavage, fluorescence. inhibition (reported as % activation of signal), % at 10 µM. actives 0.83% (n = 360,000); in the data active = inhibition above about 50%
Scp1 inh: Scp-1 (human) phosphatase inhibition. Q9GZU7. Recombinant Scp1, phosphopeptide, malachite green phosphate absorbance. inhibition, % at 20 µM. actives 0.88% (n = 340,000);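 active = inhibition above about 50% at 20 µM, limit read from the data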;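 note: plate controls were DMSO wells with enzyme for no effect and wells lacking enzyme for full effect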
Target sequence (Q9GZU7 76-261 limits assumed): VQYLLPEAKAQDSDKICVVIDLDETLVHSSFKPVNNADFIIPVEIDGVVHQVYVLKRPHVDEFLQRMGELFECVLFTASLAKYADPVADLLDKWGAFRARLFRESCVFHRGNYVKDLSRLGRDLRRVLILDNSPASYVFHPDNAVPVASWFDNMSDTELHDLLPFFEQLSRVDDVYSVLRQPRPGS
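Test system: SCP-1 phosphatase catalytic domain, residues 76-261 | Compound dosing: One concentration, 20 µM, with 1.0% DMSO | Schedule: 45 min room-temperature reaction, 5 min colour, 30 min stabiliser | Detection: Absorbance at 630 nm | Read-out basis: % inhibition of SCP-1 phosphate liberation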
The depositor's hits bear a star; i = inactive; . = not tested or not shown; + = active, no number.

SMILES	SUMO1 PPI mod	Rpn11 block	SKN-1 block	MT1-MMP act inh	NadD block	LMPTP inh	STEP block	CendR NRP1 mod	DNMT1 inh	Scp1 inh
COC(=O)C1=CN(c2ccc(OC)cc2)C=C(C(=O)OC)C1c1ccc([N+](=O)[O-])cc1	-6.8	i	-5.8	-3.5	-2.2	2.4	1.1	6.9	-1.0	0.1
O=C(NCC1CCCO1)c1ccc2c(=O)n(Cc3cccc(Br)c3)c(=S)[nH]c2c1 (stereo not given)	0.4	i	0.6	-1.1	-2.9	-2.2	1.7	1.3	3.1	-19.9
Cc1ccc(NC(=O)CCNS(=O)(=O)c2ccc3c(c2)oc(=O)n3C)c(C)c1	1.5	i	15.5	0.9	1.4	-0.9	0.9	4.1	1.3	-0.3
CCc1ccc(C(=O)NNC(=S)Nc2ccc(S(N)(=O)=O)cc2)s1	8.6	i	-2.6	1.4	6.6	-0.2	-2.0	-5.8	1.1	-7.2
CCC(CC)C(=O)NCCc1ccc(OC)c(OC)c1	-0.2	i	-1.6	-0.8	5.5	-1.4	-9.9	-1.5	0.2	-3.4
CC(=O)c1c(C)[nH]c(C(=O)OCC(=O)Nc2nnc(-c3ccccc3)o2)c1C	9.3	i	-8.3	-1.4	22.7	-0.2	1.1	-3.8	-3.2	-4.3
CCOC(=O)C1(CCOc2ccccc2)CCN(Cc2ccc(C#CCCO)cc2)CC1	0.9	i	9.0	4.6	-1.0	-0.1	0.1	-5.4	-2.1	-2.2
Cc1ccc(-c2cc(C(F)(F)F)c(C#N)c(SCCC#N)n2)o1	-10.0	i	7.3	-11.5	-1.1	1.4	2.9	-4.5	-8.2	-6.6
COc1ccc(C(=O)Nc2ccc(C(=O)Nc3cccc(C)c3)cc2)cc1	1.1	i	-18.1	0.3	7.0	-0.9	1.5	-7.4	13.6	-6.7
O=C(COc1ccccc1)N=C1SC2CS(=O)(=O)CC2N1Cc1ccccc1 (stereo not given)	28.7	i	8.1	-2.3	-5.4	-0.9	-3.8	0.2	4.0	14.0
Cc1onc(-c2ccccc2Cl)c1-c1nc(-c2ccccn2)no1	0.0	i	22.8	0.4	-2.3	1.0	1.5	2.2	-1.6	2.8
CC(C)(C)OC(=O)N[C@@H](Cc1ccccc1)C(=O)N1CCC(C(=O)NCC(=O)O)CC1	-0.6	i	-3.4	-1.7	-8.6	-1.6	-1.7	17.2	-1.8	-9.1
COCCSc1nnc(NC(=O)c2ccc3c(c2)OCO3)s1	0.4	i	6.0	2.1	-7.6	-0.3	-1.1	-0.1	-8.5	-1.4
COc1ccc(C=O)cc1COc1ccc([N+](=O)[O-])c(C)c1	22.7	i	-0.9	-3.5	-9.5	0.2	4.7	13.2	-2.8	-6.4
S=C(NCC1CCCO1)NC1CCCCC1 (stereo not given)	-3.8	i	-2.5	1.6	4.1	-0.3	-3.1	15.6	-0.9	-0.7
CCCCC(=O)Nc1cccc(NC(=S)NC(=O)COc2ccccc2Cl)c1	5.5	i	0.4	2.4	-1.4	-0.6	1.1	11.3	-10.6	-7.8
C/C(N)=C(/C#N)C(=O)CSc1nnnn1-c1ccccc1	5.8	i	-12.4	-1.2	-3.0	-0.4	6.2	-13.5	11.9	46.6
O=C(OCCN1CCCCC1)c1c[nH]c2ccccc12	-7.0	i	-0.8	3.5	-4.8	-1.3	4.3	2.7	3.8	-11.3
CCCc1[nH]nc2c1C(C1CC=CCC1)C(C#N)=C(N)O2 (stereo not given)	4.6	i	8.8	0.7	-6.6	-0.5	-1.4	-24.1	-1.0	-1.4
COC(=O)C[C@H]1C=C[C@H](NC(=O)c2ccc(F)cc2)[C@@H](CO)O1	-4.1	.	12.4	11.3	.	-1.4	.	-3.4	.	.

Record cards, as listed above.
Listed for `COc1ccc(C(=O)Nc2ccc(C(=O)Nc3cccc(C)c3)cc2)cc1` : SUMO1 PPI mod: 1.1; Rpn11 block: i; SKN-1 block: -18.1; MT1-MMP act inh: 0.3; NadD block: 7.0; LMPTP inh: -0.9; STEP block: 1.5; CendR NRP1 mod: -7.4; DNMT1 inh: 13.6; Scp1 inh: -6.7
Listed for `Cc1ccc(NC(=O)CCNS(=O)(=O)c2ccc3c(c2)oc(=O)n3C)c(C)c1` : SUMO1 PPI mod: 1.5; Rpn11 block: i; SKN-1 block: 15.5; MT1-MMP act inh: 0.9; NadD block: 1.4; LMPTP inh: -0.9; STEP block: 0.9; CendR NRP1 mod: 4.1; DNMT1 inh: 1.3; Scp1 inh: -0.3

The listing continues.
SMILES	SUMO1 PPI mod	Rpn11 block	SKN-1 block	MT1-MMP act inh	NadD block	LMPTP inh	STEP block	CendR NRP1 mod	DNMT1 inh	Scp1 inh
Cc1nc2sc(C(c3ccco3)N3CCN(c4ccc(F)cc4)CC3)c(O)n2n1 (stereo not given)	-4.2	i	19.4	-1.4	-3.8	-2.2	-0.9	-5.9	2.1	-9.2
O=C(CC12CC3CC(CC(C3)C1)C2)NCC(=O)OCc1cc(=O)oc2ccc3ccccc3c12	-4.3	i	4.7	0.8	9.1	5.4	2.2	-8.9	-7.0	-6.7
Cn1c(=O)c2c(-c3ccccc3)n(-c3ccc(N)cc3)cc2n(C)c1=O	42.4*	i	48.7*	-3.8	7.3	12.7	3.3	36.6*	39.9	.
COc1ccc(C(=S)N2CCN(c3ccccc3Cl)CC2)cc1OC	-2.8	i	-2.6	0.0	-0.2	-0.4	4.3	9.2	-18.2	-11.0
O=C(OCC(=O)N1CCc2ccccc21)C1CCCN1S(=O)(=O)c1ccc(Cl)cc1 (stereo not given)	33.1	i	16.9	2.4	-9.5	1.1	-1.0	-1.0	-3.0	-7.3
O=Cc1cccn1-c1ccc2ccccc2c1	-2.8	i	-14.4	0.2	-0.8	1.6	4.5	-4.9	-2.0	-6.1
CC(C)c1ccccc1OCCCN1CCCC1	6.0	i	-5.8	4.6	-6.1	-1.8	1.6	-2.8	0.2	-3.7
CC(=O)n1cc(CO)c2ccccc21	4.2	i	15.0	-1.1	2.0	0.7	-0.6	-5.7	-4.6	4.1
Cc1ccccc1-n1c(C)nnc1SCc1nc2ccccc2s1	-0.2	i	-5.2	-1.9	-2.9	-0.5	1.8	-6.5	-3.0	-8.0
COc1ccccc1C(C#N)c1cccc(Cl)n1 (stereo not given)	3.9	i	10.8	2.0	-8.7	-0.5	-0.5	-2.5	-1.0	-4.5
COc1cccc(-c2ccc3nnc(SCC(=O)N4CCCC4)n3n2)c1	-32.6	i	10.2	1.0	-3.6	-0.3	-1.1	-1.5	0.2	-2.8
O=C(c1cccc(-n2cccc2)c1)N1CCN(S(=O)(=O)c2ccc(F)cc2)CC1	2.7	i	16.3	-6.2	13.7	3.2	1.6	3.9	14.9	-4.0
CSCCCN1CCCC(CO)(Cc2ccccc2F)C1 (stereo not given)	1.5	i	4.9	-1.8	-4.3	-0.4	-1.7	7.4	3.8	3.6
O=C(NC1CCCC1)c1ccccc1-c1nc2ccccc2[nH]1	0.7	i	6.2	-0.4	-1.6	-3.8	-3.7	-0.2	-1.6	5.6
COCCCN(C(=S)NC(=O)c1ccc(Br)cc1)c1c(N)n(Cc2ccccc2)c(=O)[nH]c1=O	0.7	i	6.1	-3.0	12.3	-1.1	5.0	-9.9	-0.4	-7.4
Cn1c(CCNC(=O)c2ccccc2)nc2ccccc21	6.2	i	1.5	15.1	1.5	-1.2	0.3	-1.1	5.1	-2.7
CN(Cc1ccccc1)c1ccc(S(=O)(=O)N2CCOCC2)cn1	-4.0	i	-9.6	6.7	-0.2	-2.0	-8.1	1.0	-2.4	2.0
O=C(/C=C\Nc1ccc2c(c1)OCO2)c1ccc(Cl)s1	-7.5	+	-1.8	-1.6	5.8	63.5*	2.1	-183.4	8.3	91.2*
O=C(NCc1ccccn1)c1cccc(S(=O)(=O)N2CCCCC2)c1	1.2	i	6.0	1.2	9.4	-0.6	-1.5	8.5	1.6	4.7
CCCN1C(=O)c2cc(C(=O)O)ccc2C1O (stereo not given)	5.6	i	4.6	-1.1	-1.1	-1.7	-0.1	-3.8	4.3	-0.3
COc1cc(OC)cc(-c2cn[nH]c2N)c1	0.7	i	-3.3	-2.4	0.2	-0.1	-0.8	-5.1	-0.4	6.5
CCS(=O)(=O)Nc1cccc(C2=NN(S(=O)(=O)c3ccc(F)cc3)C(c3cccs3)C2)c1 (stereo not given)	-5.4	i	13.3	-6.0	-5.3	0.4	-0.9	-20.7	-3.4	-11.6
Cc1nn(C)c(Oc2cccc(Cl)c2)c1C#N	1.0	i	13.2	-1.9	-1.0	-0.8	0.8	2.8	0.5	-0.9
C[n+]1cc[nH]c1SCC(=O)c1ccc(Cl)cc1	2.0	i	5.3	-2.3	1.1	0.9	-3.1	-4.3	-0.1	-3.3
O=C(NCCCN1CCCC1)c1ccc2c(c1)N(Cc1cccc(Cl)c1)C(=O)c1ccccc1S2=O (stereo not given)	-12.9	i	5.7	-1.1	5.5	3.7	0.3	10.6	-5.3	-2.5
O=S(=O)(c1ccccc1)c1nc(-c2ccco2)oc1NCc1ccco1	-0.9	i	6.3	0.1	-5.9	-1.1	-6.1	-2.9	-0.8	-4.8
CC(CN1CCCCC1)OC(=O)C1c2ccccc2Oc2ccccc21 (stereo not given)	6.5	i	-18.2	-1.5	-6.7	-1.5	0.8	-1.4	3.2	-2.3
CN1CCc2nc3ccc(Cl)cc3c(-c3ccccc3Cl)c2C1	-2.1	i	4.1	-13.3	-4.7	-2.2	-1.0	-1.6	-1.9	-8.0
CC1CCN(C(=O)COc2cccc3c2CCN(C)C3=O)CC1	1.1	i	11.0	8.6	-1.0	0.3	-3.6	1.1	-0.4	-2.5
COC(=O)C1=CN(CC2CCCO2)C=C(C(=O)OC)C1c1ccccc1C(F)(F)F (stereo not given)	6.1	i	1.8	6.9	-5.2	0.3	-1.1	-59.6	0.2	-5.2
Cc1nn(CC(=O)N(C)Cc2ccc(F)cc2)c(C)c1[N+](=O)[O-]	0.6	i	2.4	2.5	-4.7	-1.0	-1.0	1.8	-0.5	-2.7
CC(C)=NOc1nc(NC(=O)NS(=O)(=O)c2ccccc2Cl)nc(N(C)C)n1	-8.8	i	4.0	-10.8	8.0	0.4	-6.8	-0.9	-0.9	-13.3

SUMO1 PPI mod, entries above that show a hit
SMILES	SUMO1 PPI mod	Rpn11 block	SKN-1 block	MT1-MMP act inh	NadD block	LMPTP inh	STEP block	CendR NRP1 mod	DNMT1 inh	Scp1 inh
Cn1c(=O)c2c(-c3ccccc3)n(-c3ccc(N)cc3)cc2n(C)c1=O	42.4*	i	48.7*	-3.8	7.3	12.7	3.3	36.6*	39.9	.
